proCasp7 act – counter-screen: procaspase-7 (human) activation | actives 0.093% (n = 330,000) | AID 463210 | recombinant procaspase-7, Ac-DEVD-pNA absorbance 405 nm; D23A/D198A/D206A triple mutant, cannot self-cleave; scale: DMSO 0, 5 µM enzyme 100 | activation, % at 8.5 µM | P55210;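 active = percent activation above the screen-wide mean plus 3 SD, cut at about 25% in these data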
Target sequence (P55210 whole entry D23A/D198A/D206A): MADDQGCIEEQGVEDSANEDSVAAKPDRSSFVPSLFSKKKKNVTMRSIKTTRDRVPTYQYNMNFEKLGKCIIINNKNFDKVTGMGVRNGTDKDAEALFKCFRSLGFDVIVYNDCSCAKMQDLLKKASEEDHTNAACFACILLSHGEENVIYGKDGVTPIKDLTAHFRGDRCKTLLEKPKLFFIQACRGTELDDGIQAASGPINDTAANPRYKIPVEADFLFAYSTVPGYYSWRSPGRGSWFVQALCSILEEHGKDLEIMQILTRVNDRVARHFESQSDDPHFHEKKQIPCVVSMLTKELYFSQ
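System: Procaspase-7 triple mutant (PC-7 D3A); measure: % activation from two-timepoint absorbance difference, scaled to controls; times: 1 h compound preincubation, 2 h substrate cleavage, 25 °C; also added: Ac-DEVD-pNA substrate, 400 µM as added; measured by: Epi-absorbance of released pNA at 405 nm, two timepoints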
CIT2 TOR yeast – alters CIT2-GFP fluorescence in TOR pathway yeast screen. actives 0.065% (n = 320,000). GFP response vs DMSO, % at 10 µM. S. cerevisiae CIT2-GFP strain, flow cytometry, 3 h; 100 means same as DMSO wells;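 active = GFP response relative to DMSO above a set limit, near the screen mean plus 3 SD, cut at about 150% in these data; inconclusive = Fewer than 70 cells measured for a yeast strain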;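 note: ratio of well median GFP fluorescence to mean of DMSO wells on the plate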
RPL19A TOR yeast – alters RPL19A-GFP fluorescence in TOR pathway yeast screen | percent response vs DMSO, % at 10 µM | AID 2025 | actives 0.3% (n = 330,000) | S. cerevisiae RPL19A-GFP strain, flow cytometry, 3 h; stronger effect = lower value;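 active = percent response vs DMSO below 50%; inconclusive = fewer than 70 events counted for the yeast strain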;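 note: median channel GFP fluorescence of the barcoded RPL19A-GFP strain; ratio of sample median GFP to plate DMSO average so 100% = DMSO; lower means less RPL19A-GFP as with rapamycin TOR inhibition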
procasp3 activ – activates human procaspase-3. P42574. recombinant procaspase-3 D3A, Ac-DEVD-pNA absorbance 405 nm. activation, % at 8.5 µM. actives 0.11% (n = 330,000). AID 463141;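 active = activation above the mean of all tested compounds plus 3 SD, cut at about 21% in these data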;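 note: 0% = DMSO alone and 100% = DMSO wells spiked with extra 5 µM PC-3 D3A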
Target sequence (P42574 whole entry D9A/D28A/D175A): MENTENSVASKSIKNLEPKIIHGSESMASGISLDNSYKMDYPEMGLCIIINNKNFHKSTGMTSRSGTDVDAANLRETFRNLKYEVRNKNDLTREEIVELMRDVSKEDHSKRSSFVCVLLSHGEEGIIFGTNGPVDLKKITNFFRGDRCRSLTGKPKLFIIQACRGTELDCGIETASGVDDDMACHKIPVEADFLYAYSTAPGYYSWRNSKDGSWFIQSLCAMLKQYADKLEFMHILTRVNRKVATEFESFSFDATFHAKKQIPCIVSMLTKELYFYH
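Technique: 405 nm absorbance of p-nitroaniline, reads at 0 and 120 min; Test system: Procaspase-3 D3A mutant; Incubation: 1 h enzyme-compound preincubation, then 2 h substrate reaction, 25 °C; Repeats: singlicate, each compound tested once; Benchmarks: low control DMSO wells, high control DMSO plus 5 µM PC-3 D3A.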
LAP4 TOR yeast – yeast TOR pathway LAP4-GFP modulation | S. cerevisiae LAP4-GFP multiplex, flow cytometry GFP, 3 h; median GFP as percent of DMSO wells | GFP response vs DMSO, % at 10 µM | actives 0.34% (n = 320,000);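 active = GFP response vs DMSO above a set limit, about the screen mean plus 3 SD, cut at about 150% in these data; inconclusive = under 70 cell events counted for the yeast strain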
AGP1 TOR yeast – yeast TOR pathway AGP1-GFP modulation. S. cerevisiae AGP1-GFP multiplex flow cytometry, 3 h; GFP as percent of DMSO wells. GFP response vs DMSO, % at 10 µM. actives 0.02% (n = 320,000). AID 2066;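 active = GFP response relative to DMSO above a set limit, near screen average plus 3 SD, cut at about 150% in these data; inconclusive = fewer than 70 cells counted for the yeast strain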;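 note: median GFP channel fluorescence of the gated AGP1 strain per well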
AHR act – activates the human aryl hydrocarbon receptor; P35869; AHR-responsive luciferase reporter cells, luminescence; activation, % at 5 µM; actives 2.5% (n = 320,000); AID 2796; in the data active = activation above about 47%;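 note: 0% = vehicle wells and 100% = reference agonist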
MEP2-GFP yeast – alters MEP2-GFP fluorescence in TOR pathway yeast screen. S. cerevisiae MEP2-GFP strain, flow cytometry GFP, 3 h; 100% = DMSO control level. GFP response vs DMSO, % at 10 µM. actives 0.51% (n = 330,000). AID 2016;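 active = GFP response versus DMSO above a set limit, roughly screen mean plus 3 SD, cut at about 180% in these data; inconclusive = fewer than 70 cells counted for a yeast strain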;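 note: median GFP fluorescence of the barcode-gated MEP2-GFP cells per well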
Numbers without * were called inactive; ? = inconclusive; . = no result given.

structure	MEP2-GFP yeast	CIT2 TOR yeast	LAP4 TOR yeast	procasp3 activ	AHR act	RPL19A TOR yeast	AGP1 TOR yeast	proCasp7 act
COc1ccc(-c2nc3ccc(C)cn3c2NCc2ccc3c(c2)OCO3)cc1	94	96	97	6	69*	103	99	1
O=C(CNCc1ccccc1Cl)NCc1ccco1	102	96	110	4	0	99	97	1
CC1CCCCN1S(=O)(=O)c1ccc(C(=O)N(CCCN(C)C)c2nc3cc4c(cc3s2)OCO4)cc1 (stereo not drawn)	93	102	76	2	-8	101	95	14
CCOc1ccc(/C(=N\O)C(C)NO)cc1 (stereo not drawn)	96	88	97	-8	5	94	95	7
Clc1ccc(-c2nnc(-c3ccc(Br)cc3)c(N3CCSCC3)n2)cc1	100	97	109	3	10	104	104	2
CCOC(=O)N1CCN(C(=O)CN(c2cccc(OC)c2)S(C)(=O)=O)CC1	93	104	93	9	3	99	103	-1
O=C1CC(/C=C/c2ccc(Cl)cc2)=Nc2ccccc2N1	103	61	91	-5	28	94	84	9
CCN(Cc1ccccc1)C(=O)COc1ccccc1	104	98	95	-3	-1	103	98	8
C=CCC(O)c1c(-c2ccccc2)nn(C)c1Cl (stereo not drawn)	104	108	104	-3	1	100	104	-8
COC(=O)c1ccc(-c2nn(C)c(=O)c3ccccc23)cc1	95	91	96	1	-3	96	94	2
O=C(c1ncc[nH]1)c1ccccc1Cl	105	107	94	2	2	105	104	3
O=c1cc(CSc2nnnn2-c2ccccc2)nc2sccn12	87	86	86	3	1	93	88	1
Cn1c(=O)c(C(=O)Nc2ccccn2)c(O)c2ccccc21	96	74	127	8	47	106	95	9
COc1ccccc1N1CCN(Cc2cccs2)CC1	109	106	97	-2	-1	101	111	4
Cc1cccc(C)c1N1C(=O)C(Cl)=C(N2CCCC2)C1=O	98	87	100	-15	4	98	91	-16
COC(=O)C1=C(C)N(Cc2ccccc2)C(=NCc2cccc(Cl)c2)N[C@H]1c1cccc(F)c1	95	81	94	1	2	93	92	10
COc1cccc(CN2CCNC(=O)C2CC(=O)N(C)CC2CCOCC2)c1 (stereo not drawn)	106	97	101	-6	-2	104	104	-2
Cc1ccc(CN2CCN(CC(=O)O)C2=O)cc1	93	94	92	5	0	97	94	10
COc1ccc(C2C(C(=O)c3cccs3)=C(O)C(=O)N2c2cccc(C)n2)cc1 (stereo not drawn)	91	92	102	-54	9	99	96	-38
Cc1nonc1C1CCCN1C(=O)c1cc(COc2ccc(F)cc2F)on1 (stereo not drawn)	102	96	114	1	8	98	104	13
COc1ccc(N2C(=O)C3C(C2=O)C(C(=O)c2ccc(Cl)cc2)N2CCCC32)cc1 (stereo not drawn)	99	101	119	8	8	98	110	-11
Oc1ccc(-c2cccc(-c3ccc(O)cc3)n2)cc1	96	95	98	3	1	97	96	8
CCC(=O)NN1CCc2cc3ccc(C)cc3nc21	123	115	105	4	22	114	105	7
COc1cccc(-c2nn(-c3ccccc3)cc2/C=C\C(=O)c2cccs2)c1	109	101	95	3	14	97	107	-1
Cc1occc1C(=O)Nc1cccc(C(=O)NCc2ccccc2)c1	102	92	102	2	1	100	94	-5
CC(C)CNC(=O)COC(=O)c1cc(Cl)cc(Cl)c1N	97	95	93	-10	6	99	104	-9
C=CCn1c(SCc2c(Cl)cccc2Cl)nnc1-c1cccnc1	97	89	90	-3	8	98	102	-3
O=C(Nc1ccccc1N1CCCCC1)c1cccc(Cl)c1	102	104	107	-12	2	100	98	9
Cc1ccc(S(=O)(=O)Nc2cccc3c2O[C@H](CN(C)Cc2ccccc2)[C@@H](C)CN([C@H](C)CO)C3=O)cc1	97	98	93	12	2	94	87	2
CC(Oc1ccc(Cl)cc1Cl)C(=O)NNC(=O)C(=O)N1CCCCC1 (stereo not drawn)	108	111	88	4	0	104	97	2
CCOC(=O)c1c(NC(C)=O)sc2c(OC)cccc12	?	?	?	-7	1	?	?	0
CCN(c1cccc(C)c1)S(=O)(=O)c1ccc(OC)c([N+](=O)[O-])c1	102	94	102	-8	2	106	105	-3
CN1C(=O)C(CC(=O)Nc2ccc(F)cc2)N(NC(=O)c2cccc(F)c2)C1=S (stereo not drawn)	104	95	103	-10	2	101	108	-11
CCCCN(C)CCCNC(=O)c1ccc2c(c1)NC(=O)C(N1CCOCC1)S2 (stereo not drawn)	100	103	90	4	-1	88	88	3
COc1cccc(OC)c1NC(=O)C1CCCN1C(=O)Nc1cccc(Cl)c1 (stereo not drawn)	105	97	95	0	1	102	103	5
COc1cccc(CN(C(=O)c2cccs2)C2CCS(=O)(=O)C2)c1 (stereo not drawn)	102	112	99	6	0	105	107	-2
Cn1c(CN2CCCC2)nc2cc(NC(=O)c3cccs3)ccc21	108	95	87	1	9	102	92	4
NS(=O)(=O)c1ccc(Nc2c([N+](=O)[O-])cncc2[N+](=O)[O-])cc1	112	107	95	-4	-1	104	99	8
COc1cccc(-c2ocnc2C(=O)Nc2ccc3c(c2)CCC3)c1	106	99	98	-7	12	102	104	-4
O=C(COc1ccc(S(=O)(=O)N2CCOCC2)cc1Cl)N1CCCC1	98	98	89	-3	0	101	103	-10
O=C1NCCN1C(=O)N(c1ccccc1)c1ccccc1	101	105	97	8	-3	97	103	8
COc1ccc(/C=N/NC(=O)C2(C)NC(C)(C)Cc3ccccc32)cc1 (stereo not drawn)	239*	148	158*	12	3	80	160*	4
CCOC(=O)c1[nH]c(C)c(C(=O)OCCN2C(=O)c3ccccc3C2=O)c1C	103	109	99	-4	9	104	105	11
O=C(O)c1cnn(-c2nc(-c3cccc(F)c3)cs2)c1C(F)(F)F	?	.	?	1	10	?	?	-6
CCOc1ccc(CNC(=O)c2nnc(CS(=O)(=O)c3ccccc3)o2)cc1OC	97	88	100	-10	0	93	92	-3
O=C(CSCc1ccc(F)cc1)Nc1ccccc1C(=O)N1CCOCC1	103	107	96	-2	-2	104	103	-3
CCN1CCN(c2cc(C)c3cc(NC(=O)c4cccc(OC)c4)ccc3n2)CC1	154	90	100	7	2	60	49	6
Cc1cccc(-n2nc3c(c2NC(=O)C2CC2)CS(=O)(=O)C3)c1C	95	91	95	7	0	97	99	4
Cc1nc2ccc(N)cc2s1	103	113	98	3	0	105	108	-1
O=C(CSCCO)Nc1cccc2ccccc12	90	85	78	0	9	96	106	-3

(continued)
structure	MEP2-GFP yeast	CIT2 TOR yeast	LAP4 TOR yeast	procasp3 activ	AHR act	RPL19A TOR yeast	AGP1 TOR yeast	proCasp7 act
CCOC(=O)COc1ccc(C(c2c(C)[nH][nH]c2=O)c2c(C)[nH][nH]c2=O)cc1	105	107	84	11	0	103	104	14
CCN1CCN(C(=O)CCS(=O)(=O)c2cc3c(cc2Cl)NC(=O)CO3)CC1	102	110	98	5	4	101	106	-3
COc1ccc(/C(N)=N/OC(=O)Oc2ccccc2)cc1OC	98	98	75	4	1	108	85	-1
CCN1CCc2[nH]c3ccccc3c2C1	105	97	90	-2	12	102	90	14
COc1cccc(N(C(=O)c2cnccn2)C(C(=O)NC2CCCCC2)c2ccc(Cl)cc2)c1 (stereo not drawn)	99	105	85	2	6	93	102	-5
COc1ccc(-n2c(=O)c3ccccc3n(CC(=O)NCc3ccco3)c2=O)cc1	99	103	97	-1	3	97	105	4
CCN(CCn1cccn1)Cc1cn[nH]c1-c1cccc2ccccc12	104	110	113	-4	2	99	109	-5
CCN(CC(=O)Nc1ccccc1OC)C(=O)CN1C(=O)NC(C)(c2ccccc2)C1=O (stereo not drawn)	98	85	105	10	1	97	99	2
C/C(Cl)=C\Cn1c(NCCCn2ccnc2)nc2c1c(=O)n(C)c(=O)n2C	103	106	107	5	25	101	.	-1
O=C1CC(c2nc3ccccc3[nH]2)CN1c1cccc(C(F)(F)F)c1 (stereo not drawn)	99	102	90	11	-4	103	100	5

Entries of single compounds, quoted from the list. Order of screens: MEP2-GFP yeast | CIT2 TOR yeast | LAP4 TOR yeast | procasp3 activ | AHR act | RPL19A TOR yeast | AGP1 TOR yeast | proCasp7 act
C=CCn1c(SCc2c(Cl)cccc2Cl)nnc1-c1cccnc1 is listed with 97 | 89 | 90 | -3 | 8 | 98 | 102 | -3
CCOC(=O)COc1ccc(C(c2c(C)[nH][nH]c2=O)c2c(C)[nH][nH]c2=O)cc1 is listed with 105 | 107 | 84 | 11 | 0 | 103 | 104 | 14

Further results
structure	MEP2-GFP yeast	CIT2 TOR yeast	LAP4 TOR yeast	procasp3 activ	AHR act	RPL19A TOR yeast	AGP1 TOR yeast	proCasp7 act
O=C(NC(=S)NCc1ccccc1)c1cccs1	96	95	94	0	0	97	87	-6
Cc1cccc(NC(=O)CCNC(=O)c2ccccc2)c1	103	99	99	-9	-3	103	101	0
Cc1cc(=O)[nH]c2c(C)cc(S(=O)(=O)NCc3ccccc3)cc12	104	95	73	1	3	113	96	-1
O=C(NCc1ccccc1Cl)c1cnc2n(c1=O)CCS2	97	94	99	5	5	99	101	-7
Cc1ccc(N2C(N)=C(C#N)C(c3cccs3)C3=C2CC(C)(C)CC3=O)cc1 (stereo not drawn)	94	92	94	0	-1	95	102	4
Fc1ccccc1OCCn1c(=S)[nH]c2ccccc21	106	102	107	-4	35	99	101	-16
Cc1cc([N+](=O)[O-])nn1CC(=O)NCCCn1ccnc1	111	108	94	5	6	102	100	5
NC(=O)c1ccc(NC(=O)COC(=O)c2cc([N+](=O)[O-])ccc2N2CCOCC2)cc1	100	102	108	-13	1	101	107	-9
C=CCc1cccc2cc(C(=O)NCc3ccc(C(=O)OCC)o3)c(=O)oc12	99	.	94	-3	-2	98	100	-3
COCc1nnc(NC(=O)C2CC(=O)N(C3CCCCC3)C2)s1 (stereo not drawn)	151	.	97	-3	8	107	105	0
COc1cccc2[nH]c3c(N4CCC5(CC4)OCCO5)ncnc3c12	101	103	110	5	37	103	116	7
Cc1ccc(NC(=O)c2cc3c(s2)CCCC3)cc1	93	91	129	-1	30	98	93	-1
CCN1/C(=C(\O)c2ccccc2)C(=O)c2ccccc2S1(=O)=O	92	85	134	-8	0	99	86	-1
O=C1CCC(c2ccccc2)N1C(=O)c1cccnc1 (stereo not drawn)	99	102	98	2	0	98	107	7
CCOC(=O)N1CCN(S(=O)(=O)N2CCCC(C(=O)NCCCN3CCC(C)CC3)C2)CC1 (stereo not drawn)	100	99	104	-5	1	101	104	0
O=C(O)CC(Cc1ccccc1)C(=O)Nc1ccc([N+](=O)[O-])cc1 (stereo not drawn)	90	88	96	10	5	98	92	3
O=C(CN1C(=O)NC2(CCCC2)C1=O)NC(c1ccccc1)c1ccccc1	100	112	91	-2	-1	99	100	7
COCCOC(=O)C1=C(C)Nc2cc(=O)[nH]c(=O)n2C1c1cccc([N+](=O)[O-])c1 (stereo not drawn)	107	102	104	3	1	105	102	-7
O=C(COC(=O)c1cnc(Cl)c(Cl)c1)NCc1ccco1	96	92	98	-5	1	104	101	-1

High-throughput results (PubChem BioAssay)
